Bioassay records: PubChem, National Center for Advancing Translational Sciences (NCATS)
HepG2 viability = counter-screen for TGF-b inhibitors: cytotoxicity in HepG2 cells | HepG2 CAGA-GFP viability, ATP luminescence, 18 h | Potency, µM (doses to about 46.1 µM), for inactives: top-dose activity change, negative = cytotoxicity, hits mostly cytotoxic | 410,000 compounds, 0.76% hits | AID 588856; further: potency means the concentration at half of the fitted maximal effect; some results filed as inactive show a strong effect at the top dose
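HepG2 CAGA-GFP cells (1000/well, DMEM with 1% FBS) received compound, then TGF-beta at 500 pg/mL final, and were incubated 18 hours at 37 degrees C. Viability was read by CellTiter-Glo luminescence. Media-only wells were set as complete cell-killing and DMSO as no toxicity.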
Akt phos inh = inhibitors of Akt phosphorylation; Neuro2A IGF-stimulated pAkt S473 HTRF, 20 min; stronger effect = lower value; activity change, % for hits at 50 µM; 360,000 compounds, 0.32% hits; in the data active means activity change below about -80%; inconclusive means mostly about -51% to -80%; further: on the % scale 0 is the no-effect control and ±100 the full control effect
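Neuro2A cells (4,500/well, DMEM with 0.5% FBS) were treated with compound at a single 50 µM final concentration, stimulated with 6 nM IGF for 20 min at 37 °C, and lysed. Phospho-Akt Ser473 was read by HTRF as 665/615 ratio ×10^4.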
Nrf2 ARE act = activators of Nrf2 (ARE) signaling; Potency, µM (titrated, usually from 46.1 µM), without a hit: at the top dose activation, hits mostly activators; AREc32 ARE-luciferase reporter (MCF7-derived line), luminescence, 24 h; 410,000 compounds, 0.31% hits; AID 624171; further: potency means the concentration at half of the fitted maximal effect; % of control where 0% means no effect; nearly all actives have a fitted effect of over 65% in size
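AREc32 cells carrying an ARE-driven firefly luciferase reporter were seeded at 1000 cells/well in OPTI-MEM with 5% FBS, then exposed to compound for 24 hr at 37 deg C. Luminescence was read with Steady-Glo after 30 min at RT.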
CCT modulator = modulators of cytosolic chaperonin (CCT/TRiC) activity; purified chaperonin ATPase assay, HTRF ADP detection, 30 min; activity change, % (concentration not given with the values), hits read low; 360,000 compounds, 0.3% hits; in the data active means activity change below about -30%; further: on the % scale 0 is the no-effect control and ±100 the full control effect
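ATPase activity: ADP formed was measured by HTRF Transcreener (665/615 nm ratio) after 30 min at 37 deg C with 10 uM ATP. Compounds screened at one 76 uM concentration against 40 or 20 nM TRiC in Tris pH 7.4/KCl/MgCl2/DTT buffer.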
TGFb inhibitor = blocks TGF-b signaling; HepG2 CAGA-GFP TGF-b/SMAD3 reporter, GFP fluorescence, 18 h; TGF-beta stimulated, 500 pg/mL final; Potency, µM (highest dose often 46.1 µM), for the others: at the highest dose activity, negative = inhibition, hits mostly inhibitors; 410,000 compounds, 1.2% hits; AID 588855; further: potency means the concentration at half of the fitted maximal effect; on the % scale 0 is the no-effect control and ±100 the full control effect; nearly all actives have a fitted effect of over 65% in size
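HEPG2 CAGA-GFP, 1000 cells/well; 2 h settle, 37 C; cpd via pin tool; TGF-b 500 pg/mL final; 18 h, 37 C; GFP imaging ex488/em500-530; %Activity normalised to -TGF-b and +DMSO controls; CRC fit, curve class.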
Abeta yeast res = restores growth of yeast expressing A-beta42 peptide | yeast expressing A-beta42, growth rescue, OD600, 48 h; response scale: 0% DMSO, 100% iron-clioquinol control | Potency, µM (highest dose often 46.1 µM), inactives show at the highest dose growth rescue, usual class: activators | 410,000 compounds, 0.063% hits; further: potency means the concentration at half of the fitted maximal effect; nearly all actives have a fitted effect of over 55% in size
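Growth rescue measured by 600 nm absorbance after 48 h yeast culture at 30 C with compound. Values normalized between DMSO and an equimolar ferric chloride plus clioquinol control.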
MmCpn inh = inhibitors of Methanococcus maripaludis chaperonin (MmCpn); purified Mm-Cpn ATPase, ADP Transcreener TR-FRET; Potency, µM (doses to about 76.9 µM), inactives show top-dose activity, negative = inhibition, actives largely listed as inhibitors; 330,000 compounds, 0.031% hits; further: potency means the concentration at half of the fitted maximal effect; on the % scale 0 is the no-effect control and ±100 the full control effect; nearly all actives have a fitted effect of over 80% in size
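Compound-treated chaperonin, 25 nM final, turns over 10 uM ATP at 37°C for 30 min following a 10 min preincubation; ADP generated competes with ADP-d2 for Eu-cryptate antibody, lowering FRET.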
A549 viability = kills or reduces viability of A549 cells in Nrf2 counter-screen | A549 ARE-Fluc cells, CellTiter-Fluor viability, 18-24 h | Potency, µM (doses to about 46 µM), for inactives: top-dose activity change, negative = cytotoxicity, actives largely listed as inhibitors | 390,000 compounds, 0.16% hits; further: potency means the concentration at half of the fitted maximal effect; on the % scale 0 is the no-effect control and ±100 the full control effect
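A549 ARE_Fluc cells in 5% FBS OPTI-MEM were exposed to compounds in concentration-response for 18-24 h at 37 deg C. Viability was read by CellTiter-Fluor fluorescence (Ex 405/Em 525) after 30 min, before the luciferase read.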
Nrf2 block = Nrf2 pathway inhibition; A549 ARE-Fluc reporter, luciferase luminescence, 18-24 h; Potency, µM (series often up to 46 µM), for the others: at the highest dose activity change, negative = inhibition, hits mostly inhibitors; 360,000 compounds, 2.1% hits; further: potency means the concentration at half of the fitted maximal effect; on the % scale 0 is the no-effect control and ±100 the full control effect; nearly all actives have a fitted effect of over 60% in size
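Two sequential reads on A549 ARE_Fluc cells exposed to compound for 18-24 h: a CellTiter-Fluor fluorescence read for viability, then a luciferase luminescence read for Nrf2/ARE activity.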
An asterisk follows results filed as active; i = inactive; ? = inconclusive; nt = no result given; [ ] = another dose, or the depositor's remark. Unless noted, the call rests on the fitted dose curve; in most records, active means well fitted curve in the direction sought with a large enough effect; inconclusive means small, poorly fitted or top-dose-only effect, or another doubt; inactive means no such curve, though single readings can be large; an effect the other way counts as inactive or inconclusive. The order is random; about 4.3% have a hit in one of these screens.

SMILES	HepG2 viability	Akt phos inh	Nrf2 ARE act	CCT modulator	TGFb inhibitor	Abeta yeast res	MmCpn inh	A549 viability	Nrf2 block
Clc1nnc2c3ccccc3ccn12	8%	i	0.8%	-0.9	-2%	2%	nt	-2%	0%
CCS(=O)(=O)N1CCC(C(=O)NCc2cccnc2)CC1	9%	i	-0.1%	-8.5	-4%	12%	-1%	-1%	-8%
CC1(C)CC(=O)c2c(Cc3ccccc3)noc2C1	-2%	i	1.6%	-2.7	16%	14%	2%	2%	-3%
CCC(C)NC(=O)c1cc(-c2ccccc2O)on1 (centres undefined)	1%	i	3.9%	-0.5	-3%	-2%	-1%	5%	?
Cc1nc(Cl)sc1C(=O)O	-1%	i	-0.1%	1.9	3%	5%	0%	-2%	-7%
Cc1ccc(NC(=O)CSCc2cc(=O)n3ccsc3n2)cc1	0%	i	-0.6%	-0.7	-1%	6%	0%	-5%	2%
CCN(CC)Cc1c(O)ccc2c(=O)c(-c3ccccc3)coc12	-4%	i	6.4%	-1.3	0%	21%	-1%	10%	9%
CCn1c(SCc2cccc(C(F)(F)F)c2)nnc1-c1ccco1	3%	i	0.2%	-1.6	-11%	-12%	0%	-3%	-12%
O=C(c1cc(COc2c(F)cccc2F)on1)N1CCC(c2ccccc2F)C1 (centres undefined)	-27%	i	-0.7%	-0.2	-10%	-16%	-1%	9%	22%
O=C(COC(=O)C1(c2ccc(Cl)cc2)CCCC1)Nc1ncc(C(F)(F)F)cc1Cl	-28%	i	5.6%	-1.9	?	12%	1%	-19%	-22%
Cc1ccc(-n2nc(C)c(/C=N/NC(=O)c3cccnc3)c2Cl)cc1	-9%	i	5.4%	-1.0	0%	1%	-7%	-4%	-5%
O=C(Nc1nccs1)c1cc(S(=O)(=O)N2CCCCC2)ccc1Cl	4%	i	-0.9%	-1.2	0%	2%	1%	0%	nt
COc1ccccc1C(=O)COC(=O)c1ccc(N(C)C)cc1	-3%	i	5.1%	0.3	1%	-9%	-1%	1%	29%
O=C(O)C/C(=C\c1cc(Br)cs1)c1nc2ccccc2o1	-8%	i	8.3%	0.5	?	-38%[inhibitor]	2%	3%	12%
Cc1noc(C)c1CSc1ncnc2sc3c(c12)CCCCC3	9%	i	-0.7%	0.3	8%	14%	-1%	11%	-3%
CC(C)(C)N1NC(=O)Nc2ccccc2C1=O	7%	i	-0.7%	-0.2	-5%	0%	1%	2%	-19%
CCOc1ccc(N(CC)S(=O)(=O)c2cccc3nsnc23)cc1	-34%	i	-0.8%	-3.6	0%	3%	0%	0%	-15%
CCCCn1c(N)c(N(CC)C(=O)CSc2nnc(-c3ccco3)n2CC)c(=O)[nH]c1=O	-35%	i	0.4%	1.1	-4%	-19%	1%	3%	19%
CCn1c(=S)[nH]c2nc3c(cc2c1=O)CCCC3	0%	?	0.3%	-0.8	-8%	-15%	-2%	-1%	-15%
O=C(Cc1cccc(NC(=O)C2CCCN(C(=O)CCc3ccccc3)C2)c1)Nc1cccc(C(=O)N2CCOCC2)c1 (centres undefined)	-1%	i	0.8%	-3.6	-3%	3%	nt	-1%	3%
COc1ccc(-c2nc(SCC(=O)NC3CCCCC3)n[nH]2)cc1	-2%	i	0.0%	-2.5	-3%	6%	-1%	0%	-11%
Cc1ccc(CNC(=O)c2c(-c3ccccc3Cl)noc2C)o1	-1%	nt	0.0%	nt	-13%	-3%	nt	4%	nt
CCCS(=O)(=O)N1CCCC(C(=O)NCc2ccco2)C1 (centres undefined)	31%	i	0.1%	-2.9	-6%	7%	2%	0%	0%
CCOC(=O)c1c(C)c(-c2ccccc2)n(CC(=O)Nc2cccc(F)c2)c1C	-20%	nt	1.0%	nt	-41%	16%	nt	-6%	-21%
CCOc1ccc(NC(=O)CC2C(=O)N(c3ccccc3)C(=O)N2Cc2cccc(OC)c2)cc1 (centres undefined)	-18%	nt	0.3%	nt	1%	2%	nt	-6%	?

The list goes on:
SMILES	HepG2 viability	Akt phos inh	Nrf2 ARE act	CCT modulator	TGFb inhibitor	Abeta yeast res	MmCpn inh	A549 viability	Nrf2 block
COc1ccc(CC(=O)Nc2sc3c(c2C(=O)Nc2cccc(C)c2)CCCCC3)cc1	-18%	nt	7.0%	nt	-23%	-7%	nt	-7%	?
C1CCN(C2CCN(c3nc4nonc4nc3N3CCSCC3)CC2)C1	-2%	i	0.7%	-3.4	?	4%	1%	-3%	4%
CC(C)CCN1CC(C(=O)NC(C)C)CC1=O (centres undefined)	0%	i	-0.3%	-9.4	3%	10%	1%	-1%	10%
COc1cc2c(cc1NCc1ccc3c(c1)OCO3)oc1ccccc12	2%	i	2.3%	-2.7	-7%	4%	-2%	0%	32%
Cn1c(=O)oc2cc(S(=O)(=O)NCc3ccc(C(=O)O)cc3)ccc21	-13%	i	-0.5%	-2.1	-11%	-11%	-1%	9%	5%
CCOC(=O)CSc1nnc(CSc2nc3sc4c(c3c(=O)[nH]2)CCC4)n1C	7%	i	2.2%	1.6	1%	7%	0%	nt	17%
COc1ccc(N(CC(=O)NCc2ccccc2)C(=O)CCC(=O)Nc2cc(C)ccn2)c(OC)c1	-7%	i	0.3%	-0.6	17%	2%	0%	0%	?
COc1ccc(OC)c(CNc2ncnc3c2nc2n3CCCC2)c1	2%	nt	-0.1%	nt	-12%	-3%	nt	2%	?
COC(C[C@@H](O)CC(=O)COCc1ccccc1)OC	-7%	i	0.1%	0.8	?	-15%	-2%	8%	9%
Cc1ccc(NC(=O)C(C)OC(=O)CCC2CCCCC2)cc1 (centres undefined)	8%	i	-0.2%	3.0	7%	11%	0%	-2%	-14%
O=C(CNC(=S)N(Cc1ccccc1)Cc1cccnc1)NC1CCCCC1	44%	i	0.5%	-1.7	95%[activator]	-11%	-1%	3%	-10%
Cc1nn2c(-c3ccccc3)nnc2c2ccccc12	-30%	i	4µM*	3.2	?	-13%	1%	-2%	?
Cc1cccc(C(=O)NC2CCN(CC(=O)Nc3ccc4c(c3)OCO4)CC2)c1	6%	i	-0.4%	-0.4	-8%	3%	1%	-11%	-3%
CC1=C(C(=O)OCC2CCCO2)C(c2ccccc2Cl)NC(=O)N1 (centres undefined)	-5%	-99%*	-0.1%	0.7	-5%	0%	1%	-15%	-1%
C[C@@H]1CN([C@H](C)CO)C(=O)c2cccc(NS(=O)(=O)c3cccs3)c2O[C@H]1CN(C)Cc1ccccc1	-19%	i	-0.8%	0.1	?	2%	-2%	-2%	-27%
CCOC(=O)c1c(C)[nH]c(C)c1C(=O)COC(=O)c1ccc(Cl)c(S(N)(=O)=O)c1	-6%	i	5.9%	-0.6	18%	28%	-1%	-4%	nt
Cc1[nH]c(=O)c(C(=O)/C=C/c2ccccc2F)c2c1CCCC2	-85%	nt	?	2.5	?	-5%	-6%	?	nt
CC(=O)NS(=O)(=O)c1ccc(NC(=O)c2ccc(NC(=O)c3cccs3)cc2)cc1	14%	i	-0.5%	1.0	-2%	-8%	-1%	4%	17%
N#CCCCN1C(=O)C(O)(CC(=O)c2ccc3c(c2)OCCO3)c2ccccc21 (centres undefined)	-3%	i	0.2%	-2.6	-3%	2%	0%	3%	17%
CC(C)NC(=O)NC(=O)CSc1nnc(C(F)(F)F)n1C	-1%	i	0.0%	-1.5	-2%	-4%	1%	-3%	-13%
N#Cc1cc([N+](=O)[O-])cnc1NCC(O)CO (centres undefined)	-2%	i	-0.1%	0.0	-7%	3%	2%	0%	-4%
O=S(=O)(/C(=C\c1ccc(C(F)(F)F)cc1)c1nc2ccccc2[nH]1)c1ccccc1	18µM*	i	-2.6%	-1.7	4.5µM*	-5%	nt	?	16µM*
Cc1nccn1CCCNC(=O)CC1C(=O)NCCN1Cc1ccc(F)cc1Cl (centres undefined)	-9%	i	-0.2%	-0.5	11%	6%	-4%	12%	3%
CC(C)c1ccc(NC2CCCN(C(=O)c3cccc(N4CCNC4=O)c3)C2)cc1 (centres undefined)	-11%	i	0.0%	-0.1	-7%	-1%	-4%	-2%	-20%
COC(=O)C1=CN(C(C)C)C=C(C(=O)OC)C1c1cccc(OC)c1	-23%	i	1.7%	0.3	5%	-13%	-1%	?	-26%
O=C(C1=NNCC1c1ccccc1)C1CO1 (centres undefined)	-21%	i	?	-0.2	-6%	-10%	2%	7%	1%
Cc1cc(NC(=O)CCC(=O)N(c2cccc(F)c2)C(C(=O)NC2CCCC2)c2ccc(C)o2)no1 (centres undefined)	0%	i	-0.2%	-1.9	7%	-16%	1%	3%	7%
Cc1ccc(SCC(=O)NCCc2ccccc2)cc1	-1%	i	0.0%	-1.3	3%	-15%	1%	0%	16%
CCC(=O)Nc1nnc(SCC(=O)NCc2ccc3c(c2)OCO3)s1	-30%	i	0.1%	-2.8	-9%	5%	?	0%	-20%
Cc1nnsc1C(=O)N1CCCC(Nc2ccc(C(C)C)cc2)C1 (centres undefined)	-13%	i	-0.6%	-1.7	-5%	19%	0%	4%	-11%

Quoted at random: 3 records from the list.
SMILES	HepG2 viability	Akt phos inh	Nrf2 ARE act	CCT modulator	TGFb inhibitor	Abeta yeast res	MmCpn inh	A549 viability	Nrf2 block
Cc1nnsc1C(=O)N1CCCC(Nc2ccc(C(C)C)cc2)C1 (centres undefined)	-13%	i	-0.6%	-1.7	-5%	19%	0%	4%	-11%
Cc1[nH]c(=O)c(C(=O)/C=C/c2ccccc2F)c2c1CCCC2	-85%	nt	?	2.5	?	-5%	-6%	?	nt
CC(C)NC(=O)NC(=O)CSc1nnc(C(F)(F)F)n1C	-1%	i	0.0%	-1.5	-2%	-4%	1%	-3%	-13%
